# ELG1 genotox – induces genotoxicity in HEK293T cells with luciferase-tagged ELG1. HEK293T ELG1-luciferase reporter, luminescence, 16 h. Potency, µM (titrated, usually from 46 µM), for inactives: at the top dose activity change, positive = activation, usual class: activators. hit rate 1.3% among 330,000; also: potency is read from the fitted curve at half-maximal effect; % of control where 0% means no effect; nearly all actives have a fitted effect of over 60% in size
#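 Luminescence read-out: rising ELG1-luciferase signal, reflecting elevated ELG1 protein under genetic stress, flags genotoxic compounds. Cells were treated for 16 hr at 37 °C before ONE-Glo detection.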
# Rab9 prom act – activators of Rab9 promoter | Huh7 Rab9 promoter-luciferase reporter, luminescence, 24 h | Potency, µM (series often up to 9.22 µM), for the others: at the top dose activation, negative = inhibition, actives largely listed as activators | hit rate 2.8% among 320,000 | AID 485297; also: potency is read from the fitted curve at half-maximal effect; % of control where 0% means no effect; nearly all actives have a fitted effect of over 60% in size
#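 Huh7 cells stably carrying a Rab9 promoter-luciferase reporter, 1500 cells per well in OP-MEM I with 10% FBS, treated with compound 24 hours at 37C. Luciferase activity read by luminescence after 10 minutes with Amplite reagent.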
# KCNH2 3.1 inh – KCNH2 3.1 (human) potassium channel inhibition. U2OS KCNH2 3.1, thallium flux FluxOr; stronger effect = lower value. activity change, % (tested at about 1.8 µM). hit rate 0.95% among 340,000;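 active = maximum activity change below -70%; inconclusive = maximum activity change from -70% to -50%; inactive = maximum activity change above -50%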;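 also: thallium influx rate constant from kinetic fluorescence after stimulation buffer; % is scaled to controls: 0 for no effect and ±100 for the full control effect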
#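 Thallium flux via FluxOr fluorescence (Red40 quencher, 45 min loading) in U2OS cells virally expressing the KCNH2 3.1 isoform (1.77 x 10^8 /mL virus, overnight at 37 C). Rate constants from 2-min kinetic reads post-stimulation, normalised to positive and negative controls.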
# Tb PFK inh – inhibitors of T. brucei phosphofructokinase; O15648; T. brucei PFK, ADP-Glo luminescence; Potency, µM (series often up to 57.5 µM), inactives show at the highest dose activity, negative = inhibition, actives largely listed as inhibitors; hit rate 0.17% among 330,000;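 also: potency is read from the fitted curve at half-maximal effect; 0% = uninhibited 1x PFK enzyme wells and -100% = no-enzyme wells; nearly all actives have a fitted effect of over 60% in size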
# Target sequence (O15648 whole entry, looked up): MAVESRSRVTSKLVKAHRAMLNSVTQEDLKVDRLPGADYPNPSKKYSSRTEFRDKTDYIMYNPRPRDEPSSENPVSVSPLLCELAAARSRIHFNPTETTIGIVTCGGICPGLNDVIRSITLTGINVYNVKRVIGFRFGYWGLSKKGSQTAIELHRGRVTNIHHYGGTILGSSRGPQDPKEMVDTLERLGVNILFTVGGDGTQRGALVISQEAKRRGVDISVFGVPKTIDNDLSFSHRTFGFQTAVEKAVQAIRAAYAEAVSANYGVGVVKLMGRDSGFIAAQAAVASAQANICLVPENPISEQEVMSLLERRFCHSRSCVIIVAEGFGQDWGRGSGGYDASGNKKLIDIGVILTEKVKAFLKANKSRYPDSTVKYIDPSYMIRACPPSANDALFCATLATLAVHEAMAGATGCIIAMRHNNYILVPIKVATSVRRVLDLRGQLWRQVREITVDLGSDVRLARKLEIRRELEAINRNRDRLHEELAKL
#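 ADP-Glo luminescence quantified ADP after 45 min at room temperature, with 1.25 nM T. brucei PFK, 0.1 mM ATP and 0.5 mM fructose-6-phosphate in pH 8.0 TEA buffer. qHTS titrations up to 57 µM; curves classified by quality.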
# uPA surface inh – blocks generation of uPA at the cell surface; cell surface uPA generation assay, qHTS; Potency, µM (series often up to 38.3 µM), for the others: at the highest dose activity change, negative = inhibition, hits mostly inhibitors; hit rate 0.31% among 330,000; AID 540303; active = well fitted inhibition curve with a large enough effect; inconclusive = small, poorly fitted or top-dose-only effect; inactive = no such curve, though single readings can be large or run the other way; tested in mouse RAW 264.7 cells; also: potency is read from the fitted curve at half-maximal effect; % is scaled to controls: 0 for no effect and ±100 for the full control effect; nearly all actives have a fitted effect of over 55% in size
# FBPA coupling cs – inhibits coupling enzyme system, counter-screen for aldolase hits; AID 2472; hit rate 0.67% among 290,000; activity change, negative = inhibition, % at 58.2 µM, hits read low; coupling enzyme system counterscreen, AmpLite Red fluorescence; in the data active = activity change below about -30%; also: % is scaled to controls: 0 for no effect and ±100 for the full control effect
#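 Compounds tested against the coupling enzymes alone at 57.5 uM final; readout was AmpLite Red fluorescence (525/598 nm) after 20 min at RT.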
# Giardia killer – kills Giardia lamblia. hit rate 0.15% among 340,000. Giardia lamblia trophozoite viability. activity change, % at 7.66 µM, hits read low. AID 540267; in the data active = activity change below about -80%; inconclusive = between about -30% and that limit;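 also: parasites exposed to compound for two days anaerobically before the ATP read; % is scaled to controls: 0 for no effect and ±100 for the full control effect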
#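 Giardia lamblia trophozoites (100 cells/well) were incubated with compounds for 48 h at 37 deg C under anaerobic conditions. Viability was read as ATP content by one-step luminescence after 15-30 min at room temperature.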
# Gal4-VP16 FLuc – counter-screen for ROR gamma inhibitors: Gal4-VP16 reporter. Drosophila S2 Gal4-VP16 UAS-luciferase, luminescence, 20 h. Potency, µM (series often up to 53.6 µM), for the others: at the top dose activity, negative = inhibition, most hits filed as inhibitors. hit rate 3.5% among 310,000. AID 2546;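 also: Gal4-VP16 expression switched on by copper sulfate through the metallothionein promoter; potency is read from the fitted curve at half-maximal effect; % is scaled to controls: 0 for no effect and ±100 for the full control effect; nearly all actives have a fitted effect of over 50% in size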
# RORgamma inh – ROR gamma (mouse) transcription inhibition | Potency, µM (doses to about 53.6 µM), for the others: at the highest dose activity change, negative = inhibition, usual class: inhibitors | AID 2551 | hit rate 5.4% among 310,000 | Drosophila S2 Gal4-RORgamma UAS-luciferase reporter, 20 h; also: potency is read from the fitted curve at half-maximal effect; % is scaled to controls: 0 for no effect and ±100 for the full control effect; nearly all actives have a fitted effect of over 60% in size
# Target sequence (P51450 whole entry, looked up, the tested form may be a part): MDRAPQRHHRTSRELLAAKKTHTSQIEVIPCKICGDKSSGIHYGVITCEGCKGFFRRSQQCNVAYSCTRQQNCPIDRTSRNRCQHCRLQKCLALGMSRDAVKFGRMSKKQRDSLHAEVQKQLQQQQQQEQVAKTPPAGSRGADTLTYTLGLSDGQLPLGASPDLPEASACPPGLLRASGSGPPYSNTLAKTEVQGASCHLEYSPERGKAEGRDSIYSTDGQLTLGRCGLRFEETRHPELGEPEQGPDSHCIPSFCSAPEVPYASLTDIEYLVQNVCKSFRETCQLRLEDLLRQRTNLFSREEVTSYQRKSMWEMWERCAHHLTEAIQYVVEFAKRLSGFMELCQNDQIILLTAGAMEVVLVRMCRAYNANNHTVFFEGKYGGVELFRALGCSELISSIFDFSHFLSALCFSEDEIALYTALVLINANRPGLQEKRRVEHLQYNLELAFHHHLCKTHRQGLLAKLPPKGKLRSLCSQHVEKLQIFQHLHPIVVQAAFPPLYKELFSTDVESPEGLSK
#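 Luminescence from a UAS-regulated Photinus luciferase reporter in stably transfected Drosophila Schneider cells is measured; decreased signal marks ROR gamma inhibition. Fusion expression is induced by 700 uM copper sulfate for 20 hr.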
# FLuc modulator – counter-screen for miR-21 project: firefly luciferase inhibitors or activators; AID 588342; purified FLuc, Km substrates, luminescence inhibition; Potency, µM (titrated, usually from 57.5 µM), for inactives: top-dose activity change, negative = inhibition, most hits filed as inhibitors; P08659; hit rate 6.9% among 360,000;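 also: potency is read from the fitted curve at half-maximal effect; plate controls were vehicle for no effect and reference inhibitor for full effect; nearly all actives have a fitted effect of over 55% in size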
#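 Purified P. pyralis luciferase (10nM final) with 10uM D-luciferin and 10uM ATP (Km levels) in 50mM Tris acetate pH 7.5, 10mM Mg acetate, 0.01% Tween-20, 0.05% BSA; qHTS 6-point titration, ~60 µM downward; luminescence read.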
# NPC1 prom act – activators of NPC1 promoter; Potency, µM (highest dose often 9.22 µM), for the others: at the top dose activation, most hits filed as activators; hit rate 2.4% among 320,000; Huh7 NPC1 promoter luciferase reporter, 24 h;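 also: potency is read from the fitted curve at half-maximal effect; % of control where 0% means no effect; nearly all actives have a fitted effect of over 60% in size; reporter is driven by a mutant NPC1 promoter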
#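 Luminescence from an NPC1 promoter-driven luciferase reporter in stably transfected Huh7 cells was measured after 24 h compound treatment at 37 °C, followed by 10 min ambient incubation with luciferase detection reagent.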
# Numbers without * were called inactive; ? = inconclusive; nt = no result given; [ ] = remark or other dose. Unless noted, calls follow the shape of the dose curve; as a rule, active = well fitted curve in the direction sought with a large enough effect; inconclusive = small, poorly fitted or top-dose-only effect, or another doubt; inactive = no such curve, though single readings can be large; an effect the other way counts as inactive or inconclusive.
SMILES,ELG1 genotox,Rab9 prom act,KCNH2 3.1 inh,Tb PFK inh,uPA surface inh,FBPA coupling cs,Giardia killer,Gal4-VP16 FLuc,RORgamma inh,FLuc modulator,NPC1 prom act
Cn1c(COc2ccc(Cl)cc2)nnc1SCC(=O)Nc1ccc2c(c1)CCC2,1%,-1%,-3,-1%,2%,1,2,-20%,-9%,0%,-3%
CCC1=NN2C(=N)/C(=C\c3cccn3-c3cccc(Cl)c3)C(=O)N=C2S1,-5%,-6%,17,-3%,1%,-2,8,7%,11µM*,?,-3%
CCC(C)Sc1ccc([C@@H]2[C@@H]3C(=O)N(CC)C(=O)[C@@H]3[C@]3(C(=O)OC)CCCCN23)cc1 (stereo partly specified),-6%,nt,-17,0%,7%,nt,?,nt,nt,nt,nt
O=C(/C=C/c1ccc([N+](=O)[O-])cc1)NCCc1ccc(F)cc1,-9%,-2%,-10,-5%,3%,1,4,-6%,?,-3%,0%
CSc1nnc(-c2sc3cc(C(F)(F)F)cnc3c2-c2ccccc2)n1C,4%,-4%,1,2%,-11%,1,-3,0%,-17%,-1%,-11%
COc1cccc(CNC(=O)C2CCN(S(=O)(=O)c3ccc(Br)s3)CC2)c1,-2%,2%,8,5%,1%,6,-4,-5%,13%,4%,2%
COc1cc(NC(=S)NNC(=O)CC(C)C)c(OC)cc1Cl,-4%,-3%,-8,0%,3%,2,-15,-7%,?,-9%,-1%
COc1ccccc1NC(=O)CSc1nnnn1C1CCCCC1,2%,0%,-5,0%,nt,1,24,-4%,1%,?,-5%
Cc1nnc(SCC(=O)Nc2sccc2C#N)n1Cc1ccccc1,nt,nt,-1,nt,5%,1,-11,24%,?,1%,nt
O=C(NCC1CCCO1)C(c1ccncc1)N(Cc1cccs1)C(=O)Cn1nnc(-c2ccc(F)cc2)n1 (stereo unspecified),-4%,-4%,-4,0%,-5%,-5,6,0%,-3%,3%,-10%
CCCCC(=O)N/N=C/c1ccc(Sc2cccc3cccnc23)o1,-5%,1%,-3,-1%,13%,-35*,-3,11µM*,5.6µM*,?,0%
CCOC(=O)C1=C(C)N(c2ccccc2)C(=O)/C1=C\c1cccs1,1%,1%,4,8%,-2%,-2,-17,21%,4%,2%,1%
O=C(Nc1ccc2oc(-c3ccccc3Cl)nc2c1)c1ncn[nH]1,8.2µM*,3.5µM*,2,0%,-18%,4,-4,4%,26%,3µM*,1.4µM*
Cn1cc(S(=O)(=O)N2CCOCC2)cc1C(=O)NCc1ccccc1Cl,6%,0%,19,0%,7%,0,0,-9%,?,-1%,-2%
Cc1cccc(C(=O)NCCNC(=O)c2ccccn2)c1,1%,4%,-8,-20%,-1%,0,-23,10%,7%,-2%,-2%
CC(C)N(CC(=O)Nc1ccc(Cl)cc1C(F)(F)F)C(=O)CCl,-16%,-37%[inhibitor],-7,0%,-18%,0,45[activator],-14%,?,2%,-37%[inhibitor]
Cc1ccccc1C(=O)Nc1ccnn1C1CCN(C(C)Cc2ccccc2F)CC1 (stereo unspecified),-12%,-2%,-76*,-2%,3%,nt,6,3%,0%,1%,-19%
Cc1cc(NC(=O)c2ccc3nccnc3c2)ccc1Br,?,nt,3,0%,-12%,nt,0,nt,nt,nt,nt
CCc1ccc(NC(=O)CC2C(=O)Nc3c2c(=O)n(C)c(=O)n3C)cc1 (stereo unspecified),1%,-4%,-6,0%,nt,-3,-7,-1%,12%,4%,-3%
O=C(O)c1ccc(-n2ncc3c2/C(=C/c2cccc([N+](=O)[O-])c2)CC3)cc1,15%,2.8µM*,3,0%,4%,-3,4,-12%,?,11µM*,1.6µM*
Cc1nc(NC2=NCN(Cc3cccnc3)CN2)nc2c(C)cccc12,-2%,12%,nt,-4%,nt,3,nt,-1%,-21%,-2%,3%
CCOc1cc(/C=C2/SC(=Nc3ccccc3)N(Cc3cccnc3)C2=O)ccc1OCC#N,1%,2%,-1,-2%,-2%,0,7,-6%,-13%,1%,-2%
COc1cccc(CN(C(=O)Cc2c[nH]c3ccccc23)C(C(=O)NC2CCCCC2)c2cccs2)c1 (stereo unspecified),-18%,0%,8,1%,1%,-6,12,0%,11%,8%,-7%
CCN1CCCC1CNC(=O)Cn1nc(C)n2c(cc3cc(C)ccc32)c1=O (stereo unspecified),5%,5%,8,2%,2%,-2,-1,2%,3%,2%,-5%
N/C(=N/OC(=O)c1ccccc1F)c1nonc1N,13%,-2%,10,-10%,7%,1,-25,23%,-7%,4.8µM*,13%
Cn1nnnc1N=N/C(=N/Nc1ccccc1)c1ccccc1,11%,-30%[inhibitor],4,-5%,-14%,-3,?,2.2µM*,0.35µM*,?,-7%
O=C(Cc1ccccc1)c1nc2ccccc2s1,?,2.8µM*,2,0%,-4%,-24,-3,?,?,11µM*,2.5µM*
COC(CNC(=O)CNC(=S)N(Cc1ccccc1)Cc1cccs1)OC,-6%,0%,-12,-1%,10%,0,-10,0%,-4%,0%,-2%
O=C(O)c1ccc(-n2nncc2-c2ccco2)cc1,-3%,5%,7,8%,4%,8,7,-1%,?,2%,-5%
O=[N+]([O-])c1cccc(-c2cc3cccc[n+]3cc2-c2cccc([N+](=O)[O-])c2)c1,-1%,-1%,5,-4%,-1%,0,1,-6%,-7%,4%,-8%
Cc1ccc(S(=O)(=O)c2nnn3c2nc(N2CCOCC2)c2ccccc23)cc1C,6%,-3%,13,-12%,-8%,nt,20,-1%,-6%,1%,-5%
CC(C)OC(=O)/C(=C\c1cccnc1)NC(=O)c1ccccc1,19%,?,-6,0%,-2%,0,2,-2%[10 µM],15%,1%,-3%
CC(=O)c1ccc(NC(=O)c2cc(Cl)nc3ccccc23)cc1,2%,1%,0,-7%,0%,1,4,14%,-23%,-1%,0%
Nc1ccc(N2CCCCC2)c(S(=O)(=O)Nc2ccc(Cl)cc2)c1,-3%,-4%,-5,0%,-18%,-2,-25,-8%,-2%,-2%,-3%
CC(Oc1ccc(-c2ccccc2)c(F)c1)c1ccn(S(=O)(=O)c2cccc3ccccc23)n1 (stereo unspecified),-10%,1%,-3,-1%,11%,1,-13,1%,22%,0%,-1%
CC(=O)N1N=C(c2ccccc2)OC1c1cccnc1 (stereo unspecified),-2%,-2%,0,8%,-1%,1,-3,-6%,28%,4%,-3%
CN(Cc1ccc(Cl)cc1Cl)C(=O)c1cccc(S(=O)(=O)N2CCN(c3ccccc3)CC2)c1,?,-4%,-24,0%,-6%,nt,-3,nt,nt,3%,-3%
CCOC(=O)C1=C(O)/C(=C/c2ccc(OCC(=O)O)c(OCC)c2)SC1=Nc1ccc(OC)cc1,2%,-3%,-14,2%,4%,0,-15,-11%,15%,4%,0%
CN(C)S(=O)(=O)c1ccc(C(=O)Nc2cccc(C(=O)O)c2)cc1,nt,nt,3,nt,-1%,5,1,-1%,5%,21µM*,nt
COc1ccc(S(=O)(=O)N2CCC(C)CC2)cc1N(C)S(=O)(=O)c1ccccc1,-8%,11%,-23,4%,-7%,nt,-14,2%,22%,-2%,-2%
CCOc1ccc(C(OC(=O)c2ccco2)C(=O)NCc2ccc(C)cc2)cc1 (stereo unspecified),2%,0%,-7,2%,3%,0,-1,-2%,14%,-14%,1%
CCCCOc1ccc(S(=O)(=O)NNC(=O)c2cc3ccccc3o2)cc1,-2%,-9%,-2,10%,-2%,-1,6,-30%,-4%[10 µM],0%,-1%
COc1ccc(-c2cc(C(F)F)n3ncc(C(=O)NCCCN4CCCC4=O)c3n2)cc1,-11%,-2%,5,4%,-12%,1,-4,-4%,23%,1%,3%
Cc1cc(C)n(Cc2ccc(C(=O)O)o2)n1,-2%,0%,-1,0%,-5%,0,-1,1%,-1%,0%,-1%
COc1ccc(NC(=O)c2nnn(CC(=O)Nc3ccccc3OC)c2N)c(OC)c1,?,25%,-7,-1%,-2%,3,?,-7%,-24%,?,2%
O=C(Oc1ccccc1N1CCOCC1)c1sccc1Br,1%,0%,-9,-11%,3%,-6,4,-15%,14%,0%,2%
COc1ccc(C(=O)C2CCCN(C(=O)CCc3scnc3C)C2)c(C)c1 (stereo unspecified),?,?,-7,-14%,-4%,-29,10,?,?,19µM*,?
CCNC(=S)Nc1nc2c(cc1C(=O)OCC)CCCC2,-2%,8%,2,4%,-1%,1,6,1.8µM*,0.56µM*,-13%,13%
C=CCSc1nnc(CCc2ccccc2)n1N,-2%,-3%,6,10%,0%,nt,6,nt,nt,4%,-1%
CCCCCCn1nc(C(=O)N(CC(C)C)c2c(N)n(CCCC)c(=O)[nH]c2=O)c2ccccc2c1=O,0%,-5%,nt,-5%,0%,nt,11,0%,10%,-1%,2%
